# Source: PubChem BioAssay
# TAAR1 antagonist: human TAAR1 antagonists, primary screen, Fluo-8 calcium fluorescence, CHO RD-HGA16 cells; Trace amine-associated receptor 1 (Homo sapiens), Q96RJ0; antagonist; inhibition, % at 3 µM; actives 1.5% (n = 360,000);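 active = inhibition above a per-plate cutoff, the mean inhibition of test compounds on that plate plus 3 SD, cut at about 49% in these data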;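 also: 0% = DMSO plus EC80 beta-PEA response and 100% = DMSO alone without agonist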
# Target sequence (Q96RJ0 whole entry, looked up): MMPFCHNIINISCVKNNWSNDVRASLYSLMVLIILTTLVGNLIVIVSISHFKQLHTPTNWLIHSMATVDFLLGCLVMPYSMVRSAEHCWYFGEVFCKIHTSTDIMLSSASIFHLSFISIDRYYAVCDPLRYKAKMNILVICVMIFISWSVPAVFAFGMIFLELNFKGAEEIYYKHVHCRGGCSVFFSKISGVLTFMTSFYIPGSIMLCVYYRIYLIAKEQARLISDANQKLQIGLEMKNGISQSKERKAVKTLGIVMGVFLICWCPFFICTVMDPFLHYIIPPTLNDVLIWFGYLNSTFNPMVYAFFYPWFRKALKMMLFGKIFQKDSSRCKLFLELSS
#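 Assay system: CHO-derived RD-HGA16 cells stably expressing human TAAR1 plus Gα16. Timing: 140 s kinetic read after compound, 140 s after agonist. Technique: kinetic Fluo-8 calcium fluorescence measurement. Measure: % inhibition of agonist calcium response.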
# CHO parental Ca: ATP-evoked calcium signal inhibitors, parental CHO, primary screen, counter-screen for OX1R antagonist project, cell-based, fluorescence, Fluo-8 calcium dye. parental CHO-K1, ATP-induced calcium, Fluo-8 fluorescence. inhibition, % at 5.6 µM. actives 0.63% (n = 330,000);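 active = inhibition above that plate's mean sample inhibition plus 3 SD, cut at about 26% in these data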;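 also: 0% = ATP-challenged DMSO wells and 100% = DMSO wells without ATP; some compounds past the cut are filed as inactive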
#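 Measured by: calcium-sensitive Fluo-8 fluorescence / Test system: CHO parental line / Controls: ATP-challenged DMSO wells low, unchallenged DMSO wells high / Measure: % inhibition / Compound: single nominal dose of 5.6 µM per compound / Replicates: single well per compound, no replicates / Reagent: ATP as calcium-mobilizing challenge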
# CHRM1 agonist: human M1 muscarinic receptor agonists, primary screen, Fluo-8 calcium fluorescence, CHO-K1 cells, HTS; Muscarinic acetylcholine receptor M1 (Homo sapiens), P11229; CHO-K1 hM1, agonist mode; 0% DMSO, 100% acetylcholine EC100; activation, % at 3 µM; AID 588814, 2011; actives 0.33% (n = 360,000);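 active = activation above the run's mean compound activation plus 3 SD, cut at about 16% in these data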;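 also: peak over basal fluorescence ratio within a 140 s kinetic read after compound addition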
# CHO-K1 Ca PAM: nonselective calcium activators in parental CHO-K1 cells, primary screen, counter-screen for M1 PAM project, cell-based, Fluo-8 calcium fluorescence, full deck, 1536-well | actives 0.02% (n = 360,000) | ATP EC20; 0% at ATP EC20, 100% at ATP max | activation, % at 3 µM | AID 602247, 2012;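 active = activation above the run cutoff, the mean activation of all test compounds plus 3 SD, cut at about 40% in these data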;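 also: peak over basal fluorescence ratio in a 140 s read after ATP addition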
# OXTR potentiator: human OXTR potentiators, primary screen, fluorescence, CHO-OTR cells, Fluo-8 calcium; activation, % at 3 µM; actives 0.061% (n = 320,000); Fluo-8 calcium fluorescence, potentiator mode; 0% = oxytocin EC15, 100% = EC100; Oxytocin receptor (Homo sapiens), P30559;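 active = activation above that plate's cutoff, the mean activation of tested compounds plus 3 SD, cut at about 6.6% in these data, passing the limit was not always enough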;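 also: 100% uses oxytocin at 75 nM as the full agonist control; some results filed as inactive read as strong as hits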
# Target sequence (P30559 whole entry, looked up): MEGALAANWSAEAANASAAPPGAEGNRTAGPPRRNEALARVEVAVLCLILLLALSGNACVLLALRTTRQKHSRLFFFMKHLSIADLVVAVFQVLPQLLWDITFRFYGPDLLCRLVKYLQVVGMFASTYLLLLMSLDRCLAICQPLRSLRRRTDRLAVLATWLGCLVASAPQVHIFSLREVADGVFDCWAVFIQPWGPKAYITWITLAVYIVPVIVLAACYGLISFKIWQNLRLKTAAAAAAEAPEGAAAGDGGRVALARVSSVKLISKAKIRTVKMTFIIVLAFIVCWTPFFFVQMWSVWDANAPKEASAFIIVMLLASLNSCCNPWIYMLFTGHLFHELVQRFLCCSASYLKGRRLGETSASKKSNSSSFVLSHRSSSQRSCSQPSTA
#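 Material: CHO-OTR cells, human receptor; compound dosing: single dose, 3.0 µM nominal final compound concentration; schedule: 6 min compound pre-incubation at room temperature, 100 s kinetic read; measured by: kinetic Fluo-8 calcium fluorescence; read-out basis: % activation vs EC15 and EC100 oxytocin; controls: EC15 oxytocin alone as 0%, 75 nM oxytocin as 100%; replicates: singlicate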
# TAAR1 ag: human TAAR1 agonists, primary screen, Fluo-8 calcium fluorescence, CHO RD-HGA16 cells; actives 0.99% (n = 360,000); Trace amine-associated receptor 1 (Homo sapiens), Q96RJ0; AID 624467, 2012; activation, % at 3 µM; vehicle wells 0%, saturating PEA agonist 100%;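 active = activation above the mean activation of all test compounds in the run plus 3 SD, cut at about 38% in these data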
#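 Repeats: no replicates (n 1) | Material: CHO-derived RD-HGA16 cells with stable Gα16 and human TAAR1 | Technique: Kinetic Fluo-8 calcium fluorescence | Schedule: 17-24 h seeding, 75 min 37 °C dye, 30 min RT | Evaluation: % activation from peak over basal fluorescence ratio, DMSO-to-PEA scaled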
# M1 ag parental: counter-screen for M1 agonists: effect in parental CHO-K1 cells. actives 0.48% (n = 360,000). activation, % at 3 µM. Fluo-8 calcium fluorescence; scaled to maximal ATP response, vehicle zero; in the data active = activation above about 15%;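 also: untransfected CHO-K1 host cells lacking M1 receptor as counterscreen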
# CHRM1 antagonist: human M1 muscarinic receptor antagonists, primary screen, CHO-K1 cells, Fluo-8 calcium fluorescence, 1536-well; Muscarinic acetylcholine receptor M1 (Homo sapiens), P11229; AID 588852, 2011; actives 1.3% (n = 360,000); inhibition, % at 3 µM; CHO-K1 hM1, ACh EC80 antagonist;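 active = percent inhibition above its own plate's cutoff, namely the mean of that plate's compound wells plus 3 SD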;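 also: peak over basal fluorescence ratio during 140 s after agonist addition; 0% = ACh EC80 plus DMSO and 100% = DMSO alone without agonist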
# CHO-K1 Ca antag: M1 antagonist counterscreen hit in parental CHO-K1 cells; ATP-induced calcium, Fluo-8 fluorescence; inhibition, % at 3 µM; actives 0.6% (n = 360,000);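 active = inhibition above a per-plate cutoff, the plate's mean sample inhibition plus 3 SD, cut at about 24% in these data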;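 also: 0% = DMSO plus EC80 ATP and 100% = DMSO alone without ATP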
# * hit, by the source's call; . = not tested or not shown.
SMILES,TAAR1 antagonist,CHO parental Ca,CHRM1 agonist,CHO-K1 Ca PAM,OXTR potentiator,TAAR1 ag,M1 ag parental,CHRM1 antagonist,CHO-K1 Ca antag
Cc1ccc(S(=O)(=O)NCC(=O)N(CC2CCCO2)C(C(=O)NC2CCCCC2)C(C)C)cc1 (configuration not stated),-8,-16,-5,-10,2,-3,-0.3,-4,-11
COc1ccc(OCc2nnc(SCC(=O)NNC(=O)c3ccc(C)cc3)n2C)cc1,-14,-10,-4,3,1,4,0.2,0,-5
Nc1ccccc1C(=O)NN=Cc1cccnc1,-4,.,-2,6,.,0,0.5,-10,-10
O=C(c1ccccc1F)N1CCCC(C(=O)N2CCc3ccccc3C2)C1 (configuration not stated),4,-16,-3,11,-5,3,1.0,-12,-6
Cc1ccc(C(=O)NCC(=O)NCCc2ccc(S(N)(=O)=O)cc2)s1,-15,-9,-4,8,-11,2,0.5,-10,-14
O=C(NCCC1CCCCN1S(=O)(=O)c1ccc(Cl)cc1)C(=O)NCc1ccncc1 (configuration not stated),-18,-15,-7,10,4,6,1.7,13,-4
O=C(NCc1cccnc1)c1cc(C2CCCN(C(=O)c3ccc4c(c3)CCO4)C2)on1 (configuration not stated),0,.,-2,-6,.,1,0.6,-9,-4
CCCCc1c(-c2ccccc2OC)ncn1Cc1cccc(-c2ccccc2)c1,51*,.,.,-7,.,8,0.2,.,9
CC(C)CN1C(=O)c2ccc(NC(=O)Cc3ccccc3)cc2C1=O,3,-13,-3,20,-9,4,1.5,5,-12
O=C(CC(C(=O)O)c1ccccc1)c1cccs1 (configuration not stated),-11,-8,-3,19,2,16,0.5,-8,-16
CCOP(=O)(c1ccccc1Cl)C1(O)CCCCC1 (configuration not stated),2,-5,0,19,-7,5,3.0,-10,-1
COc1ccc(S(=O)(=O)N(C)C[C@@H]2Oc3ccc(NS(=O)(=O)c4cn(C)cn4)cc3C(=O)N([C@@H](C)CO)C[C@@H]2C)cc1,13,-11,-5,-1,-6,2,0.1,10,-2
O=C(CCc1nnc(C2CCCCC2)o1)NCc1ccc(F)c(F)c1,-8,-10,0,-13,-7,3,-0.1,-1,-2
CC(C)c1nnc(NC(=O)COc2ccccc2[N+](=O)[O-])s1,-6,-11,-8,15,-7,0,5.6,-9,9
COc1ccc(-c2csc(Nc3ncccc3C)n2)cc1,4,-19,-3,2,-5,3,-0.1,-15,5
CC(=O)Nc1ccc(NC(=O)c2csc([C@@H]3C[C@H](O)[C@@H](CO)O3)n2)cc1,7,.,-1,12,.,1,5.7,-3,-5
C#CC(C)(C)NC(=O)CSc1nc2c(c(=O)n(C)c(=O)n2C)n1CCCC,-17,-11,-4,8,-9,5,1.1,-9,15
CCOc1ccc(CCNC(=O)CS(=O)Cc2nc(-c3ccc(C)cc3)oc2C)cc1OCC (configuration not stated),-43,-31,-3,-2,0,-3,-0.5,-27,-6
Cc1ccc(S(=O)(=O)N(CC(=O)Nc2ccc(Cl)c([N+](=O)[O-])c2)C2CCCCC2)cc1,6,-5,-7,6,-7,-1,1.5,9,-1
CCCC(=O)Nc1cc(Cl)ccc1N1CCN(C(=O)CC)CC1,-20,-31,-4,24,-4,-1,-0.4,0,-7

# Brought forward from above: 3 entries; new compounds follow.
SMILES,TAAR1 antagonist,CHO parental Ca,CHRM1 agonist,CHO-K1 Ca PAM,OXTR potentiator,TAAR1 ag,M1 ag parental,CHRM1 antagonist,CHO-K1 Ca antag
CCOc1ccc(CCNC(=O)CS(=O)Cc2nc(-c3ccc(C)cc3)oc2C)cc1OCC (configuration not stated),-43,-31,-3,-2,0,-3,-0.5,-27,-6
Cc1ccc(S(=O)(=O)N(CC(=O)Nc2ccc(Cl)c([N+](=O)[O-])c2)C2CCCCC2)cc1,6,-5,-7,6,-7,-1,1.5,9,-1
CCCC(=O)Nc1cc(Cl)ccc1N1CCN(C(=O)CC)CC1,-20,-31,-4,24,-4,-1,-0.4,0,-7
O=C(Nc1ccc(F)cc1)C(c1ccccc1)N1CCN(CC(=O)N2CCCC2)CC1 (configuration not stated),14,-10,-6,4,3,-1,-0.2,-10,-20
Cn1c(Cn2nnc3ccccc32)nnc1SCC(=O)c1ccc(F)cc1,-8,-13,-7,8,-1,6,2.5,-7,-19
CSCC[C@H](NC(=O)OC(C)(C)C)C(=O)N/N=C/c1cccc2nccnc12,-12,-22,-4,26,-12,-1,2.1,-11,-13
CN(C(=O)c1ccccc1)C1(C)CCS(=O)(=O)C1 (configuration not stated),2,-7,-3,18,-5,3,0.4,-10,-7
CCCNC(=O)C1(C)CCCN(C(=O)c2cc(F)cc(F)c2)C1 (configuration not stated),2,.,0,-3,.,1,-0.2,0,-11
O=C(COc1ccccc1Cl)Nc1ccc(C(=O)c2ccc(C(=O)O)cc2)cc1,14,-1,-9,10,-4,13,4.2,-1,9
OCC1(CCOc2ccccc2)CCN(Cc2cc(Cl)ccc2O)CC1,-4,-18,-5,9,-3,7,0.3,-25,-9
O=C(CNC(=O)c1ccc(Br)cc1)NCC(=O)OCC(=O)c1ccc([N+](=O)[O-])cc1,-13,-12,-1,24,-8,1,0.4,-15,-5
Nc1nc(-c2ccccc2Br)cs1,-3,-3,-2,-7,-11,7,-0.6,2,18
CC(=O)N1CCC(N(C(=O)Nc2ccc(C)c(C)c2)C2CCCC2)CC1,-15,-2,-6,11,-1,6,1.0,-8,-11
COc1cccc(-n2nnc3c(=O)n(Cc4cccc(C)c4)cnc32)c1,-7,-18,-3,18,-4,2,0.9,-15,-18
COc1cccc(NC(=O)c2cnc(SCC(=O)NCc3ccc4c(c3)OCO4)n(C)c2=O)c1,11,-15,-1,17,-9,7,0.9,-2,12
CNC(=S)N/N=C/c1ccc(-c2ccc(Cl)c([N+](=O)[O-])c2)o1,33,-9,-6,-1,-15,6,6.7,17,13
Cc1cc(C(=O)OCC(=O)NC(=O)NC(C)(C)C)c(C)o1,-10,-15,-4,7,-3,-4,0.4,-6,-9
O=C(CC1(O)C(=O)N(Cc2cccc3ccccc23)c2ccccc21)c1cccnc1 (configuration not stated),-13,-23,-4,12,-13,4,1.6,-1,2
COc1ccc2[nH]c(=O)c(-c3nnn(-c4ccc(Cl)nc4)n3)cc2c1,.,-1,-1,-2,-3,.,-0.2,3,-8
COc1ccc(C(=O)NC(=S)NC(C)(C)C)cc1Br,14,-12,-6,9,-28,12,-0.2,9,-3
O=C(CCS(=O)(=O)c1ccc(F)cc1)Nc1nccs1,-3,.,6,18,.,1,0.8,-18,-18
COc1ccc(OCC(=O)O/N=C(\N)c2ccc(OC)cc2)cc1,-12,-4,-2,8,-10,-1,3.9,-1,-3
Cc1c(NC(=O)c2ccc(S(=O)(=O)N3CCOCC3)cc2)cccc1[N+](=O)[O-],-17,-3,-4,19,-10,5,2.2,-8,-8

# In the list so far, 2 contain a thiophene ring, fused or not:
SMILES,TAAR1 antagonist,CHO parental Ca,CHRM1 agonist,CHO-K1 Ca PAM,OXTR potentiator,TAAR1 ag,M1 ag parental,CHRM1 antagonist,CHO-K1 Ca antag
Cc1ccc(C(=O)NCC(=O)NCCc2ccc(S(N)(=O)=O)cc2)s1,-15,-9,-4,8,-11,2,0.5,-10,-14
O=C(CC(C(=O)O)c1ccccc1)c1cccs1 (configuration not stated),-11,-8,-3,19,2,16,0.5,-8,-16

# Continuation.
SMILES,TAAR1 antagonist,CHO parental Ca,CHRM1 agonist,CHO-K1 Ca PAM,OXTR potentiator,TAAR1 ag,M1 ag parental,CHRM1 antagonist,CHO-K1 Ca antag
CCOC(=O)C1CCN(C(=O)Cn2cc(C#N)c3ccccc32)CC1,11,-9,-4,21,-6,6,3.2,-3,-16
CCC(C)Sc1nnc(Cc2cc(=O)[nH]c(=O)[nH]2)n1-c1ccc(F)cc1 (configuration not stated),-1,4,-1,-2,-3,1,0.1,2,18
COc1ccc(-c2nc3c(c4nnc(SC(C)C(=O)Nc5ccc(C)cc5)n24)COC(C)(C)C3)cc1 (configuration not stated),13,-13,-6,11,-6,-1,0.7,1,-1
COn1c(-c2ccc(Cl)cc2)nc2ncccc21,2,-15,-11,-21,-8,1,-0.9,4,-2
COc1ccc(CCN2CC(C(=O)N(C)CCc3cn[nH]c3)CCC2=O)cc1 (configuration not stated),-6,.,-4,8,.,1,2.5,-1,-12
Cc1ccc(C(=O)N2CCN(c3ccc([N+](=O)[O-])c(NCc4cccnc4)c3)CC2)cc1,-12,-30,-9,11,-2,0,2.4,4,-9
CCNC(=S)N(Cc1c(C)noc1C)c1ccccc1,5,-7,-11,13,-4,1,-0.1,7,-4
CCOc1cc(C#N)c(NC(=O)c2ccnn2C)cc1OCC,-10,-11,-3,5,-1,2,0.1,-3,6
O=C(O)[C@H](Cc1ccccc1)NC(=O)N1CCN(c2cccc(C(F)(F)F)c2)CC1,-1,-8,-5,16,-7,4,0.1,-8,-11

# A different layout for some results above:
molecule | TAAR1 antagonist | CHO parental Ca | CHRM1 agonist | CHO-K1 Ca PAM | OXTR potentiator | TAAR1 ag | M1 ag parental | CHRM1 antagonist | CHO-K1 Ca antag
O=C(CCS(=O)(=O)c1ccc(F)cc1)Nc1nccs1 | -3 | . | 6 | 18 | . | 1 | 0.8 | -18 | -18
COc1ccc(OCC(=O)O/N=C(\N)c2ccc(OC)cc2)cc1 | -12 | -4 | -2 | 8 | -10 | -1 | 3.9 | -1 | -3
Cc1c(NC(=O)c2ccc(S(=O)(=O)N3CCOCC3)cc2)cccc1[N+](=O)[O-] | -17 | -3 | -4 | 19 | -10 | 5 | 2.2 | -8 | -8
CCOC(=O)C1CCN(C(=O)Cn2cc(C#N)c3ccccc32)CC1 | 11 | -9 | -4 | 21 | -6 | 6 | 3.2 | -3 | -16
CCC(C)Sc1nnc(Cc2cc(=O)[nH]c(=O)[nH]2)n1-c1ccc(F)cc1 (configuration not stated) | -1 | 4 | -1 | -2 | -3 | 1 | 0.1 | 2 | 18
COc1ccc(-c2nc3c(c4nnc(SC(C)C(=O)Nc5ccc(C)cc5)n24)COC(C)(C)C3)cc1 (configuration not stated) | 13 | -13 | -6 | 11 | -6 | -1 | 0.7 | 1 | -1
